FID counter – fluorescent intercalator displacement, NS3 helicase counter-screen; inhibition, % at 7.9 µM; DNA fluorescent intercalator displacement, fluorescence; 0.17% of 290,000 active; AID 1845; in the data active = inhibition above about 37%;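 also: 0% = vehicle and 100% = reference compound; higher means more ethidium bromide displaced from hairpin DNA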
VIM-2 inhibitor – inhibitors of Pseudomonas aeruginosa VIM-2 metallo-beta-lactamase | purified VIM-2, nitrocefin hydrolysis, epi-absorbance fluorescence | inhibition, % at 5.6 µM | 0.89% of 290,000 active;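 active = inhibition above the mean of all tested compounds plus 3 SD, cutoff set per screening run, cut at about 7.5% in these data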;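 also: red hydrolysis product quenches plate fluorescence so inhibitors raise well fluorescence; 0% = enzyme with DMSO and 100% = DMSO without enzyme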
HCV NS3 hel inh – HCV NS3 helicase inhibition. NS3 helicase DNA unwinding, Cy5 molecular beacon fluorescence. inhibition, % at 10.9 µM. 0.56% of 290,000 active;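 active = inhibition above the mean of all tested compounds plus 3 SD, set per campaign, cut at about 35% in these data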;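 also: 0% = DMSO wells and 100% = thioflavine S control wells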
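test system = hepatitis C virus NS3 helicase domain fragment enzyme | reagent = annealed dual-labelled DNA beacon duplex, ATP-started | times = 1 h at 25 °C | detection = Cy5 fluorescence, 0 and 60 min reads | read-out basis = percent inhibition from t60/t0 fluorescence ratio | control set = DMSO and thioflavine S | replication = one well per compound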
IDE cell activ – activators of human insulin-degrading enzyme in cells | P14735 | HEK cells, FAbeta-B cleavage, fluorescence polarization; 0% vehicle, 100% cell-free pure enzyme wells | activation, % at 5.96 µM | 0.073% of 340,000 active;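 active = activation above the mean of all tested compounds plus 3 SD, set per screening campaign, cut at about 17% in these data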
IMP-1 inhibitor – inhibitors of Pseudomonas aeruginosa IMP-1 metallo-beta-lactamase; purified IMP-1, nitrocefin hydrolysis, epi-absorbance fluorescence; inhibition, % at 5.6 µM; 0.45% of 290,000 active; AID 1556;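 active = inhibition above the mean plus 3 SD of all compounds in the same screening run, cut at about 4.5% in these data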;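 also: 0% = IMP-1 with DMSO and 100% = DMSO wells lacking enzyme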
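assay system = purified recombinant IMP-1 metallo-beta-lactamase enzyme | schedule = 15 min preincubation plus 25 min reaction at 25 °C | signal = Epi-absorbance fluorescence, 480 nm excitation, 530 nm emission | read-out basis = percent inhibition from optical density relative to buffer-blank wells | controls = IMP-1 with DMSO as 0%, enzyme-free DMSO as 100%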
MEKK3 PB1 HTS – MEKK3-MEK5 PB1 interaction, increase or decrease. Q99759. bead-based flow cytometry, Alexa488-MEK5 binding to MEKK3; actives lie on both sides; 0 = blocked by unlabeled MEK5, 100 = vehicle. binding response (% of control), % at 10 µM. 1.4% of 290,000 active;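 active = binding response more than 3 SD above or below the average of its plate-row segment, actives on both sides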;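 also: Alexa488 bead fluorescence after subtracting the streptavidin-only scavenger bead signal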
Target sequence (Q99759 whole entry, looked up): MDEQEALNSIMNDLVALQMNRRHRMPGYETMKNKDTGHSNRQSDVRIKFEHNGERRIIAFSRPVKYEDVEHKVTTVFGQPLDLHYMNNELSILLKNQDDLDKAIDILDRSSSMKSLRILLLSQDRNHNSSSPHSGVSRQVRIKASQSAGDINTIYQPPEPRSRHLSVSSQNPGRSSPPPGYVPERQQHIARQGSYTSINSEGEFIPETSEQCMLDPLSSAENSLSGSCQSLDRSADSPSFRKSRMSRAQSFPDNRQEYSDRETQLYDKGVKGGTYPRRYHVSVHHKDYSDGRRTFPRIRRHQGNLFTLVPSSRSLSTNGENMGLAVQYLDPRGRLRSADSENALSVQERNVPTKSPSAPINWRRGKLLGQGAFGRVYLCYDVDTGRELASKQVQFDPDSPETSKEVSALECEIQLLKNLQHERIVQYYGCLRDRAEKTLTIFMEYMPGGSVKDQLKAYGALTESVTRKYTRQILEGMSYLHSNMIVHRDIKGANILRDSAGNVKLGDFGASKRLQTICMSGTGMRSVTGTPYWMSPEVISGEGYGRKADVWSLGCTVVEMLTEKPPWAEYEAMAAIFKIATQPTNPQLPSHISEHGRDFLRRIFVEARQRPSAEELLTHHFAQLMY
PHOSPHO1 inh – inhibitors of human PHOSPHO1 phosphatase; recombinant PHOSPHO1, absorbance phosphatase assay; 1.1% of 290,000 active; inhibition, % at 13.3 µM; Q8TCT1; in the data active = inhibition above about 60%
pCIP destab – lowers stability of the mouse p/CIP coactivator protein; Q05BA5; F442A p/CIP-EGFP cells, EGFP fluorescence, 16 h; decrease of EGFP signal, % at 10 µM; 0.01% of 290,000 active; AID 1984;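 active = EGFP signal decrease of at least 30% at 10 µM or well 3 SD below plate mean, unless failing retest; inactive = the rest, including hits failing retest or dose response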; also: some compounds called inactive have numbers as strong as hits; many of its hits are not listed in these tables
UBC9 SUMO inh – SUMOylation inhibition | P63279 | HTRF SUMOylation assay, SAE1/SAE2 + UBC9, in vitro | inhibition, % at 35 µM | 0.36% of 290,000 active | AID 2006; in the data active = inhibition above about 50%, passing the limit was not always enough; also: strong numbers were not always called active
Target sequence (P63279 whole entry, looked up): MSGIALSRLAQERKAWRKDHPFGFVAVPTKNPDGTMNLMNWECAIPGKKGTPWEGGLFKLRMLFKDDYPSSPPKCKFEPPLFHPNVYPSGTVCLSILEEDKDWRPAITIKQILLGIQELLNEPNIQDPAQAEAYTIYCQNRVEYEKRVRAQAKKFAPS
An asterisk follows results filed as active; . = no result given. The list is partial. The share of hits here may be higher or lower than overall.

smiles,FID counter,VIM-2 inhibitor,HCV NS3 hel inh,IDE cell activ,IMP-1 inhibitor,MEKK3 PB1 HTS,PHOSPHO1 inh,pCIP destab,UBC9 SUMO inh
COc1cc(C(=O)Nn2c(C)nc3ccccc3c2=O)cc(OC)c1OC,-8,-3.0,-2,-1,-3.1,107,28,13,3
O=C(CS(=O)CC(=O)N(c1cccc(F)c1)C(C(=O)NC1CCCCC1)c1ccco1)Nc1ccc(F)cc1 (configuration not stated),-9,-4.1,4,2,-2.7,104,-7,-8,34
COc1ncnc2c1oc1nc(CC(C)C)c3c(c12)CCCC3,-3,0.2,0,-4,-2.6,97,-20,-5,6
CCCc1[nH]nc2c1C(c1ccc(O)c(OC)c1)C(C#N)=C(N)O2 (configuration not stated),5,5.2,5,2,-0.8,.,10,-20,29
CCC(C)(C)n1nnnc1C(C(C)C)N(Cc1ccco1)Cc1cc2cc3c(cc2[nH]c1=O)OCO3 (configuration not stated),-6,-2.0,13,-3,-0.7,100,23,-24,38
O=C1OC(Nc2ccc(F)c([N+](=O)[O-])c2)c2ccccc21 (configuration not stated),-2,0.0,1,8,-3.4,117,27,-3,-2
O=C(NCc1ccccn1)c1cccc(NS(=O)(=O)c2cccc(F)c2)c1,-6,-2.6,1,5,-3.8,95,3,-14,11
CCOC(=O)c1ccc(COc2nc3ccccc3nc2-c2ccccc2NC(C)=O)o1,-3,1.0,14,-2,-0.3,93,6,4,8
CCOc1cc(CN2CCN(CCc3ccccc3)C(CCO)C2)ccc1OC (configuration not stated),3,0.0,3,3,-2.4,100,48,7,-4
Cc1cccc(C2=N/C(=C\c3cccnc3)C(=O)O2)c1,-4,2.0,-8,3,-3.4,90,-21,3,-1
COCCNC(=O)C(c1ccccc1C)N(CCOC)C(=O)Cn1nnc2ccccc21 (configuration not stated),-18,-2.4,0,-1,-1.7,105,6,-2,17
O=C(CSc1n[nH]c(-c2ccncc2)n1)Nc1ccccc1C(F)(F)F,-5,-4.5,-2,-2,-3.3,103,-111,6,11
Nc1c(-c2ccccc2)c(CSc2nc3ccccc3[nH]2)nn1-c1ccc(C(=O)O)cc1,-48,-2.3,32,-5,1.3,101,6,-10,4
Cc1cccc(C)c1NC(=S)N(C)CCc1ccccn1,-3,-1.7,9,-1,-3.7,129*,-9,-8,-8
Cc1cccc(-c2noc(-c3ccc(F)cc3)n2)c1,0,-0.4,-3,-2,-3.3,105,-4,8,11
COc1ccccc1N1CCN(S(=O)(=O)CCNC(=O)c2ccccc2Br)CC1,-44,-5.5,-2,-3,-2.5,101,60,-1,3
c1ccc(Cn2nnnc2-c2ccco2)cc1,0,-2.1,3,2,-3.0,86,4,0,-4
C/C(CC(=O)Nc1ccc2c(c1)OCCO2)=N\NC(=O)Cc1ccccc1,-10,-3.5,1,6,-3.3,105,49,-2,-7
CCc1nc(SCC(=O)Nc2ccc([N+](=O)[O-])cc2)n[nH]1,5,1.6,-5,3,-0.5,100,46,7,3
C=C(C)Cc1c(C)c(C#N)c2[nH]c3ccccc3n2c1=O,-3,3.7,-5,-2,-1.3,103,47,-4,45
O=C(C1CCCN(S(=O)(=O)c2ccc(Br)s2)C1)N1CCCCCC1 (configuration not stated),-10,-0.9,4,4,-3.0,108,12,-40,20
COc1ccc(OC)c2c(C)cc(N3CCCCCC3)nc12,1,4.3,-1,-1,-1.1,104,30,-2,2
CC(C)CCOc1ccc(C2CC(=O)N(C)C2=O)cc1 (configuration not stated),-12,1.3,-4,7,-1.7,101,29,3,-10
COC(=O)c1nn(-c2ccc(C)cc2)c2nnc(Cc3ccccc3)c(=O)n12,-4,-0.4,-11,5,-1.6,102,-10,-2,3
O=C1C2C3c4ccccc4C(c4ccccc43)C2C(=O)N1c1cccc2cccnc12 (configuration not stated),-28,-7.2,-7,-1,-2.4,109,9,-27,4
CCCOc1ccc(C2/C(=C(\O)c3c(C)[nH]c(C(=O)OC)c3C)C(=O)C(=O)N2CCN(C)C)cc1 (configuration not stated),-1,0.3,-2,1,-1.5,106,10,0,22
O=C(O)CNc1nc(-c2ccccc2)c2cc([N+](=O)[O-])ccc2n1,2,-0.7,6,-3,-1.1,125,-2,4,-1
CN1CCN(C(=O)c2ccc3c(c2)NC(=O)C(N2CCOCC2)S3)CC1 (configuration not stated),-2,-3.1,-3,2,-0.5,102,11,-12,5
Nc1[nH]nc2nc3ccccc3cc12,-5,-0.7,2,6,-2.4,99,9,20,6
CCOC(=O)CC(=O)CSc1nnc(Cn2c(=O)sc3ccccc32)n1C,-23,3.7,22,-4,-1.1,100,71*,-1,-5

Some of the entries so far, with two lines to a compound:
The line under a structure holds: FID counter, VIM-2 inhibitor, HCV NS3 hel inh, IDE cell activ, IMP-1 inhibitor, MEKK3 PB1 HTS, PHOSPHO1 inh, pCIP destab, UBC9 SUMO inh
O=C1OC(Nc2ccc(F)c([N+](=O)[O-])c2)c2ccccc21 (configuration not stated)
→ -2, 0.0, 1, 8, -3.4, 117, 27, -3, -2
COCCNC(=O)C(c1ccccc1C)N(CCOC)C(=O)Cn1nnc2ccccc21 (configuration not stated)
→ -18, -2.4, 0, -1, -1.7, 105, 6, -2, 17

Next structures follow:
smiles,FID counter,VIM-2 inhibitor,HCV NS3 hel inh,IDE cell activ,IMP-1 inhibitor,MEKK3 PB1 HTS,PHOSPHO1 inh,pCIP destab,UBC9 SUMO inh
Cc1cccc(N2CCN(C(=O)COc3cc4oc(=O)cc(C)c4cc3Cl)CC2)c1C,-5,-1.1,3,4,-0.9,100,48,1,10
CC1CCN(c2oc(-c3ccc(F)cc3)nc2C#N)CC1,-23,-3.7,-9,2,-2.1,109,56,-10,8
O=C1CN(c2ccc(Cl)cc2)C2(CCCCC2)S1,-13,-0.5,-9,-2,-2.4,102,-9,-1,-2
Cc1cc(S(=O)(=O)NCC(C)C)ccc1OCC(=O)NCC1CCCO1 (configuration not stated),-13,0.5,-12,1,-2.1,104,-2,2,10
COc1ccccc1C(=O)Nc1ccnn1C1CCN(C(=O)c2ccoc2C)CC1,-24,-1.3,6,5,0.1,101,38,2,14
Cc1noc(C)c1CSc1nnc(-c2ccccc2F)n1CCc1ccccc1,-33,4.0,-18,-4,-0.6,103,43,-7,29
NC(CC(=O)O)c1ccc(Br)cc1 (configuration not stated),0,-2.4,6,4,-5.3,96,-9,-21,4
Cc1ccc(C)c(N(C)C(=O)c2coc(=O)c3ccccc23)c1,-15,-0.5,3,-4,-1.4,96,24,-6,0
CC(=O)c1c(C)nc(-c2ccc(OCC(=O)Nc3ccccc3)cc2)n1O,-16,-4.0,-1,4,-2.5,104,-12,-1,0
COC(=O)c1cn(C(=O)c2ccccc2Cl)c2ccccc12,2,-3.1,-4,4,-2.1,106,8,-14,-22
O=C(N1CCN(c2ccccc2F)CC1)C12CC3CC(CC(C3)C1)C2,-17,-4.2,-1,-4,-2.6,104,21,-31,1
Cc1ccc(-n2nc(C(=O)NCc3ccc(C)o3)c3c4ccccc4n(C)c3c2=O)cc1,-3,-4.6,-5,-2,-1.0,103,22,-19,3
CNS(=O)(=O)c1cccc(C(=O)OCC(=O)N2CC(C)OC(C)C2)c1 (configuration not stated),-6,-1.3,-4,2,-2.3,98,27,-16,9
O=C(Nc1ccccc1F)n1ncc2cc(Cl)ccc21,1,-0.5,2,2,-0.5,103,.,-15,-3
Cc1cc(Br)c(Cl)cc1NC(=O)CN1C(=O)C2C3CC(c4ccccc4)C(C3)C2C1=O (configuration not stated),4,1.6,-22,6,-3.2,95,-4,-2,-28
CCN(CCNC(=O)C1CCCN(c2ncnc3c2nc2n3CCCCC2)C1)Cc1ccccc1 (configuration not stated),20,3.2,-2,1,-4.5,101,13,-1,7
O=C1C2CC=CCC2C(=O)N1c1ccc(NCCc2ccc(Cl)cc2)c([N+](=O)[O-])c1 (configuration not stated),1,-1.8,5,8,-1.5,86,-7,-5,3
CCO[C@@H]1OC(C(=O)O)=C[C@H](c2csc3ccccc23)[C@H]1CCCO,-33,-0.6,6,7,-3.3,85,35,-16,2

Just VIM-2 inhibitor, PHOSPHO1 inh and FID counter, for six of the compounds above:
structure	VIM-2 inhibitor	PHOSPHO1 inh	FID counter
O=C1CN(c2ccc(Cl)cc2)C2(CCCCC2)S1	-0.5	-9	-13
Cc1cc(S(=O)(=O)NCC(C)C)ccc1OCC(=O)NCC1CCCO1 (configuration not stated)	0.5	-2	-13
COc1ccccc1C(=O)Nc1ccnn1C1CCN(C(=O)c2ccoc2C)CC1	-1.3	38	-24
Cc1noc(C)c1CSc1nnc(-c2ccccc2F)n1CCc1ccccc1	4.0	43	-33
NC(CC(=O)O)c1ccc(Br)cc1 (configuration not stated)	-2.4	-9	0
Cc1ccc(C)c(N(C)C(=O)c2coc(=O)c3ccccc23)c1	-0.5	24	-15

Entries listed above shown as hits in MEKK3 PB1 HTS.
Structure	VIM-2 inhibitor	HCV NS3 hel inh	IDE cell activ	IMP-1 inhibitor	MEKK3 PB1 HTS	PHOSPHO1 inh	pCIP destab	UBC9 SUMO inh
Cc1cccc(C)c1NC(=S)N(C)CCc1ccccn1	-1.7	9	-1	-3.7	129*	-9	-8	-8
